BioA inh – inhibitors of Mycobacterium tuberculosis BioA enzyme; purified M. tuberculosis BioA enzyme, plate reader; inhibition, % at 9.99 µM; 360,000 tested, 0.096% active; in the data active = inhibition above about 40%
The depositor's hits bear a star.

SMILES,BioA inh
Cc1ccc(S(=O)(=O)N[C@H]2CC[C@@H](CC(=O)NCCCN(C)C)O[C@H]2CO)cc1,-2.3
C[C@@H]1CCCCO[C@@H](CN(C)C(=O)Nc2ccc(C(F)(F)F)cc2)[C@H](C)CN([C@H](C)CO)C(=O)c2cc(NC(=O)c3ccncc3)ccc2O1,15
CCCC#Cc1ccc([C@H]2[C@@H](CO)N(S(=O)(=O)c3cccc(F)c3)[C@H]2C#N)cc1,-2.5
C/C=C/c1cnc2c(c1)C(=O)N([C@H](C)CO)C[C@H](C)[C@H](CN(C)C(=O)Nc1cccc(OC)c1)O2,-1.3
Cc1noc(C)c1NC(=O)Nc1ccc2c(c1)C(=O)N([C@@H](C)CO)C[C@H](C)[C@H](CN(C)C(=O)C1CCCCC1)OCCCC[C@H](C)O2,0.2
C[C@H]1CN([C@@H](C)CO)C(=O)Cc2cc(NC(=O)Cc3ccccc3)ccc2O[C@H]1CN(C)C(=O)Nc1ccc(F)cc1,-4.1
Cc1ccccc1S(=O)(=O)N1CCCCN2[C@H](CO)[C@@H](c3ccc(-c4cccc(F)c4)cc3)[C@H]2C1,0.3
CO[C@@H]1CC[C@@H]2CCN(C)C(=O)CCCN(C)C(=O)c3cc(C#N)ccc3OC[C@@H]1O2,-0.2
C[C@H](CO)N1C[C@H](C)[C@@H](CN(C)C(=O)c2ccccc2)Oc2ncc(C#C[C@@H](C)O)cc2C1=O,-5.2
COc1cccc(NC(=O)Nc2ccc3c(c2)C(=O)N(C)C[C@H](OC)[C@@H](C)CN[C@@H](C)CO3)c1,0.3
CC(C)NC(=O)N(C)C[C@@H]1Oc2ccc(NC(=O)C3CC3)cc2C(=O)N([C@H](C)CO)C[C@@H]1C,3.9
C[C@H](CO)N1C[C@H](C)[C@@H](CN(C)CC2CCCCC2)Oc2c(NC(=O)Nc3ccc4c(c3)OCO4)cccc2C1=O,-1.0
O=C1O[C@@H](c2ccccc2)[C@@H](c2ccccc2)N2[C@@H](c3ccc(OCCO)cc3)[C@]3(C(=O)Nc4ccc(C#CC5=CCCCC5)cc43)[C@@H](C(=O)N3CCCCCCC3)[C@H]12,-12
COc1cccc(-c2cn(CC[C@@H]3CC[C@H](NC(=O)CN(C)C)[C@@H](CO)O3)nn2)c1,-1.6
O=C(C[C@@H]1C[C@@H]2c3cc(NS(=O)(=O)c4ccc(F)cc4)ccc3O[C@@H]2[C@H](CO)O1)NCc1ccccc1F,0.9
O=C(O)[C@H]1[C@H](CO)[C@H]2Cn3c(ccc(-c4cncnc4)c3=O)[C@@H]1N2C(=O)NC1CCCC1,-1.4
COc1ccccc1NC(=O)Nc1ccc2c(c1)C(=O)N(C)C[C@@H](OC)[C@H](C)CN[C@@H](C)CO2,-1.1
CN(C)C(=O)c1ccc(-c2ccc3c(c2)[C@@H]2[C@@H](CCN2C(=O)c2ccc(F)cc2)[C@H](CO)N3C)cc1,4.1
O=C(C[C@@H]1CC[C@H](NC(=O)c2cccc(F)c2)[C@H](CO)O1)NCCN1CCCC1,-0.8
COc1ccccc1S(=O)(=O)N1CC[C@H]2[C@H](CO)Nc3ccc(-c4ccc(F)cc4)cc3[C@H]21,-1.7
CCCC#Cc1cnc2c(c1)C(=O)N([C@@H](C)CO)C[C@@H](C)[C@H](CN(C)Cc1ccc(F)cc1)O2,2.0
CC(C)NC(=O)Nc1ccc2c(c1)C(=O)N([C@@H](C)CO)C[C@@H](C)[C@H](CN(C)C(=O)NC(C)C)O2,2.7
C[C@H](O)C#Cc1cnc2c(c1)C(=O)N([C@@H](C)CO)C[C@@H](C)[C@H](CN(C)Cc1cccc(F)c1)O2,2.9
C[C@H](CO)N1C[C@H](C)[C@@H](CN(C)Cc2ccc(C(F)(F)F)cc2)Oc2ccc(NC(=O)CCC(F)(F)F)cc2CC1=O,-0.1
CN1[C@@H]2c3ccc(-c4cccc(F)c4)c(=O)n3C[C@H]1[C@H](CO)[C@H]2C(=O)N1CCCCC1,1.5
CO[C@@H]1CN(C)C(=O)c2cc(NC(=O)C3CCC3)ccc2OC[C@@H](C)N(C(=O)CN(C)C)C[C@@H]1C,-1.3
COc1ccc(NC(=O)N(C)C[C@H]2OCCCC[C@H](C)Oc3ccc(NS(=O)(=O)c4cn(C)cn4)cc3C(=O)N([C@@H](C)CO)C[C@H]2C)cc1,6.3
CCC(=O)N1CCCCN2[C@H](C1)[C@H](c1ccc(-c3ccc(F)cc3)cc1)[C@@H]2CO,-3.3
Cc1noc(C)c1S(=O)(=O)Nc1ccc2c(c1)C(=O)N([C@H](C)CO)C[C@@H](C)[C@@H](CN(C)C(=O)NC1CCCCC1)OCCCC[C@H](C)O2,1.8
COC(=O)C[C@H]1CC[C@@H]2[C@H](COc3ccc(NS(=O)(=O)c4ccc(C)cc4)cc3C(=O)N2C)O1,-1.5
C/C=C/c1ccc2c(c1)O[C@@H](CN(C)C(=O)C1CCCCC1)[C@H](C)CN([C@@H](C)CO)S2(=O)=O,-1.3
CC=Cc1ccc2n(c1=O)C[C@@H]1[C@@H](CO)[C@H](C(=O)Nc3ccc(-c4ccccc4)cc3)N(C(=O)CC)[C@H]21 (mixture of isomers),0.1
Cc1ccc(S(=O)(=O)Nc2cccc3c2O[C@@H](CN(C)C(=O)Nc2ccc4c(c2)OCO4)[C@H](C)CN([C@H](C)CO)C3=O)cc1,2.5
CN(C)CC#Cc1ccc([C@H]2[C@H]3CN(CC4CCOCC4)CCCCN3[C@H]2CO)cc1,5.0
Cc1cc(C(=O)Nc2cccc3c2O[C@H](CN(C)S(=O)(=O)c2ccccc2)[C@H](C)CN([C@@H](C)CO)C3=O)n(C)n1,-0.6
CO[C@@H]1CN(C)C(=O)c2ccc(NC(C)=O)cc2OC[C@@H](C)N(Cc2ccc(-c3ccccn3)cc2)C[C@H]1C,2.1
COc1ccc(S(=O)(=O)N(C)C[C@H]2OCCCC[C@H](C)Oc3ccc(NC(=O)Nc4c(C)noc4C)cc3C(=O)N([C@@H](C)CO)C[C@@H]2C)cc1,2.8
C[C@H]1CN([C@@H](C)CO)C(=O)Cc2cc(NC(=O)CCC(F)(F)F)ccc2O[C@@H]1CN(C)Cc1ccc(C(F)(F)F)cc1,3.2
COCCNC(=O)C[C@@H]1CC[C@@H]2[C@H](COC[C@H](O)CN2C(=O)Nc2ccccc2OC)O1,-0.8
C[C@H]1CN([C@@H](C)CO)C(=O)c2cc(C3=CCCC3)cnc2O[C@H]1CN(C)C(=O)c1ccccn1,-5.5

Ordered by count of non-hydrogen atoms (low to high): part of the list above.
SMILES,BioA inh
CN(C)CC#Cc1ccc([C@H]2[C@H]3CN(CC4CCOCC4)CCCCN3[C@H]2CO)cc1,5.0
C/C=C/c1ccc2c(c1)O[C@@H](CN(C)C(=O)C1CCCCC1)[C@H](C)CN([C@@H](C)CO)S2(=O)=O,-1.3
C[C@H]1CN([C@@H](C)CO)C(=O)c2cc(C3=CCCC3)cnc2O[C@H]1CN(C)C(=O)c1ccccn1,-5.5
CC=Cc1ccc2n(c1=O)C[C@@H]1[C@@H](CO)[C@H](C(=O)Nc3ccc(-c4ccccc4)cc3)N(C(=O)CC)[C@H]21 (mixture of isomers),0.1
CO[C@@H]1CN(C)C(=O)c2ccc(NC(C)=O)cc2OC[C@@H](C)N(Cc2ccc(-c3ccccn3)cc2)C[C@H]1C,2.1
C[C@H]1CN([C@@H](C)CO)C(=O)Cc2cc(NC(=O)CCC(F)(F)F)ccc2O[C@@H]1CN(C)Cc1ccc(C(F)(F)F)cc1,3.2
Cc1ccc(S(=O)(=O)Nc2cccc3c2O[C@@H](CN(C)C(=O)Nc2ccc4c(c2)OCO4)[C@H](C)CN([C@H](C)CO)C3=O)cc1,2.5
Cc1noc(C)c1S(=O)(=O)Nc1ccc2c(c1)C(=O)N([C@H](C)CO)C[C@@H](C)[C@@H](CN(C)C(=O)NC1CCCCC1)OCCCC[C@H](C)O2,1.8
COc1ccc(S(=O)(=O)N(C)C[C@H]2OCCCC[C@H](C)Oc3ccc(NC(=O)Nc4c(C)noc4C)cc3C(=O)N([C@@H](C)CO)C[C@@H]2C)cc1,2.8

New compounds follow
SMILES,BioA inh
COc1cccc(NC(=O)N(C)C[C@H]2Oc3cc(-c4cccc(C(=O)N(C)C)c4)ccc3S(=O)(=O)N([C@@H](C)CO)C[C@@H]2C)c1,-3.2
CO[C@@H]1CN(C)C(=O)c2cc(NC(=O)Cc3ccccc3)ccc2OC[C@@H](C)N(C(C)=O)C[C@H]1C,-1.1
CC(C)NC(=O)Nc1ccc2c(c1)C(=O)N([C@@H](C)CO)C[C@@H](C)[C@H](CN(C)Cc1ccc(C(F)(F)F)cc1)OCCCC[C@@H](C)O2,-0.7
Cc1ccc(S(=O)(=O)Nc2ccc3c(c2)C(=O)N([C@@H](C)CO)C[C@H](C)[C@@H](CN(C)Cc2ccc(Cl)c(Cl)c2)O3)cc1,1.3
O=C(Nc1ccccc1F)N[C@@H]1CC[C@@H](CCNC(=O)C2CCC2)O[C@@H]1CO,-0.8
CCCC(=O)Nc1ccc2c(c1)C(=O)N(C)[C@H]1CC[C@H](CC(=O)NCc3ccccc3)O[C@@H]1CO2,4.2
CN(C)CC(=O)Nc1ccc2c(c1)[C@H]1C[C@@H](CC(=O)N(C)C)O[C@H](CO)[C@H]1O2,-2.6
CN1C[C@H](O)COC[C@@H]2O[C@@H](CC(=O)NC3CCC3)CC[C@H]21,-0.6
Cc1noc(C)c1NC(=O)N(C)C[C@@H]1OCCCC[C@H](C)Oc2ccc(NS(=O)(=O)c3ccccc3)cc2C(=O)N([C@@H](C)CO)C[C@H]1C,-0.2
C[C@@H]1CN([C@H](C)CO)C(=O)c2cc(-c3cccnc3)cnc2O[C@H]1CN(C)C(=O)c1ccccc1F,3.9
CCCC(=O)Nc1ccc2c(c1)OC[C@@H](C)N(CC1CCOCC1)C[C@H](C)[C@@H](OC)CN(C)C2=O,-0.7
O=C(N[C@@H]1CC[C@H](CCn2cc(-c3ccccc3)nn2)O[C@H]1CO)c1ccccc1F,8.1
C[C@H](CO)N1C[C@H](C)[C@@H](CN(C)C(=O)Nc2ccc3c(c2)OCO3)Oc2c(NC(=O)Nc3ccc(F)cc3)cccc2C1=O,-1.7
C[C@H](CO)N1C[C@H](C)[C@@H](CN(C)C(=O)CN(C)C)Oc2ncc(-c3ccc(F)cc3)cc2C1=O,-1.5
CCS(=O)(=O)Nc1ccc2c(c1)C(=O)N(C)[C@H]1CC[C@@H](CC(=O)N[C@H]3CCN(Cc4ccccc4)C3)O[C@@H]1CO2,-0.5
Cc1noc(C)c1NC(=O)N(C)C[C@@H]1Oc2c(NC(=O)Nc3cccc4ccccc34)cccc2C(=O)N([C@H](C)CO)C[C@H]1C,0.8
C[C@H](CO)N1C[C@H](C)[C@@H](CN(C)Cc2ccccc2C(=O)O)Oc2cc(-c3ccc(C(=O)N(C)C)cc3)ccc2S1(=O)=O,3.5
C[C@H](CO)N1C[C@H](C)[C@@H](CN(C)C(=O)Nc2ccc3c(c2)OCO3)Oc2c(NS(C)(=O)=O)cccc2C1=O,0.3
C/C=C/c1cccc(-c2nc(C(=O)NCc3ccccn3)cc3c2[C@H](CCO)N([S@@](=O)C(C)(C)C)C3)c1,4.5
CC(C)CC#Cc1ccc2c(c1)O[C@H](CN(C)CC1CCOCC1)[C@H](C)CN([C@@H](C)CO)S2(=O)=O,-1.0
O=C(CN1CCOCC1)NCC[C@@H]1CC[C@H](NC(=O)Nc2ccc(Cl)cc2)[C@@H](CO)O1,-0.9
Cc1noc(C)c1NC(=O)N(C)C[C@H]1Oc2c(NS(=O)(=O)c3ccc(Cl)cc3)cccc2C(=O)N([C@@H](C)CO)C[C@H]1C,0.6
COc1cccc(S(=O)(=O)Nc2ccc3c(c2)[C@@H]2C[C@@H](CC(=O)NCc4ccccc4F)O[C@@H](CO)[C@@H]2O3)c1,-0.1
COCC#Cc1cnc2c(c1)C(=O)N([C@@H](C)CO)C[C@H](C)[C@@H](CN(C)C(=O)c1cnccn1)O2,0.2
C[C@@H]1CCCCO[C@H](CN(C)C(=O)C2CCCCC2)[C@H](C)CN([C@@H](C)CO)C(=O)c2cc(NS(=O)(=O)c3cccs3)ccc2O1,-3.2
O=C(Cc1cccnc1)N[C@@H]1CC[C@@H](CCNS(=O)(=O)c2ccccc2Cl)O[C@@H]1CO,1.4
C[C@@H]1CCCCO[C@H](CN(C)C(=O)NC2CCCCC2)[C@H](C)CN([C@H](C)CO)C(=O)c2cc(NS(C)(=O)=O)ccc2O1,-1.7
C[C@H]1CN([C@@H](C)CO)S(=O)(=O)c2ccc(-c3ccncc3)cc2O[C@H]1CN(C)Cc1ccccn1,-1.6
CC(C)OC(=O)N(C)C[C@@H]1OCc2cn(nn2)CCCC(=O)N([C@H](C)CO)C[C@@H]1C,0.7
C[C@@H]1CCCCO[C@H](CN(C)S(=O)(=O)c2cn(C)cn2)[C@H](C)CN([C@@H](C)CO)C(=O)c2cc(NC(=O)Nc3ccc(C(F)(F)F)cc3)ccc2O1,-4.1
CN(C)c1ccc2c(c1)[C@@H]1C[C@@H](CC(=O)NCc3ccc4c(c3)OCO4)O[C@@H](CO)[C@@H]1O2,1.8
C[C@@H]1CN([C@@H](C)CO)C(=O)c2cccc(NC(=O)NC3CCCCC3)c2O[C@H]1CN(C)S(=O)(=O)c1ccc(F)cc1,3.5
CCC(=O)N1C[C@H](O)COC[C@H]2O[C@H](CC(=O)NCc3cc(F)cc(F)c3)CC[C@@H]21,-7.3
C[C@H]1CN([C@@H](C)CO)C(=O)c2cccc(NC(=O)c3ccc(-c4nccs4)cc3)c2O[C@H]1CN(C)Cc1ccc(Oc2ccccc2)cc1,-2.3
COc1ccc(S(=O)(=O)N(C)C[C@H]2OCCCC[C@H](C)Oc3ccc(NC(=O)Cc4ccccc4)cc3C(=O)N([C@H](C)CO)C[C@H]2C)cc1,-0.3
CCC(=O)N1C[C@@H](C)[C@H](OC)CN(C)C(=O)c2cc(NS(=O)(=O)CC)ccc2OC[C@@H]1C,1.1

This is a subset. The share of hits here may be higher or lower than overall.
